High-throughput results deposited in PubChem BioAssay by National Center for Advancing Translational Sciences (NCATS).
AMA1 RON2 block: disrupts binding of P. falciparum AMA1 to RON2; AID 720542; AlphaScreen AMA1-biotinylated RON2 peptide binding; 360,000 compounds, 0.2% hits; Potency, µM (top dose mostly 58.2 µM), for the others: top-dose activity change, negative = inhibition, actives largely listed as inhibitors;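 further: potency means the concentration at half of the fitted maximal effect; 0% = vehicle wells and -100% = peptide control; nearly all actives have a fitted effect of over 45% in size; some results filed as inactive show a strong effect at the top dose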
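AMA1 (3D7) with his tag at 25 nM final met compounds first, then biotinylated RON2 peptide at 25 nM; detection used donor plus acceptor beads, 10 µg/mL apiece, read by AlphaScreen after 30 min at room temperature.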
AmpC detergent: blocks E. coli AmpC beta-lactamase in detergent assay. P00811. AmpC hydrolysis of nitrocefin, absorbance 480 nm, 0.01% Triton. Potency, µM (top dose mostly 114 µM), without a hit: at the top dose activity change, negative = inhibition, usual class: inhibitors. 370,000 compounds, 0.041% hits;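 further: potency means the concentration at half of the fitted maximal effect; 0% = no-compound wells and -100% = no-enzyme wells; nearly all actives have a fitted effect of over 25% in size; some results filed as inactive show a strong effect at the top dose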
Target sequence (P00811 whole entry, looked up): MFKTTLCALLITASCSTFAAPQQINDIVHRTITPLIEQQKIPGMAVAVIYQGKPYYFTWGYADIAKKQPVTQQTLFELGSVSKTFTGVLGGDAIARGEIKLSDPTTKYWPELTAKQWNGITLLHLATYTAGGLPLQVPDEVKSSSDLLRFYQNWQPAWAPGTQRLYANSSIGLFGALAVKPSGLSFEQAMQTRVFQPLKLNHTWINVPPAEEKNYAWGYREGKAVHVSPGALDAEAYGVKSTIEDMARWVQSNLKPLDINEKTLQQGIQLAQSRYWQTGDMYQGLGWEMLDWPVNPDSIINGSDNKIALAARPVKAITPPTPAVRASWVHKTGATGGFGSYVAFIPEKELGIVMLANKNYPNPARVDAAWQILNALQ
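AmpC (5.3 nM in the dispensed reagent) in 20 mM phosphate pH 7.0 with 0.01% (detergent screen) or 0.0001% Triton X-100 was preincubated with compounds for 15 min at room temperature. Nitrocefin was then added from an 800 uM solution, and hydrolysis was followed at 480 nm.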
HCV inhibitor: HCV inhibition; Huh7.5.1 HCVcc-Cre infection, luciferase reporter, 44 h; Potency, µM (doses to about 41.8 µM), for inactives: at the highest dose activity change, negative = inhibition, usual class: inhibitors; 340,000 compounds, 3.4% hits; AID 651820; further: potency means the concentration at half of the fitted maximal effect
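After 44 h co-culture of compound, cells and HCVcc-Cre (~0.5 moi), substrate is added for 15 min at room temperature and luciferase measured over 15 sec. Cells were seeded at 1,000/well and pre-cultured 4 h.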
Sm TGR inh: inhibitors of Schistosoma mansoni thioredoxin glutathione reductase | purified TGR, DTNB reduction, TNB absorbance 405 nm | Potency, µM (titrated, usually from 114 µM), without a hit: at the highest dose activity change, negative = inhibition, actives largely listed as inhibitors | 360,000 compounds, 3% hits | AID 485364; further: potency means the concentration at half of the fitted maximal effect; nearly all actives have a fitted effect of over 60% in size
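TGR 20 nM + NADPH 100 uM (dispensed conc.), cpd preinc 15 min RT; start with NADPH (500 uM addition) then DTNB (15 mM addition). Kinetic TNB absorbance, 405 nm filter. Four-parameter Hill fit across titration.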
HCMV antiviral: inhibitors of human cytomegalovirus. activity change, negative = inhibition, % at 57.5 µM. 410,000 compounds, 4.5% hits. HFF cells, HCMV-luciferase reporter, 72 h; active compounds read low; in the data active means activity change below about -60%; inconclusive means no clear call, values can overlap the other calls; inactive means above about -39%
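Two compound doses tested in HFFs infected with HCMV-luciferase, MOI 1 PFU/cell, 72 h at 37C. Lysate luminescence read with OneGlo; data normalized against buffer-only and 10uM Salinomycin inhibitor controls.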
FBPA Giardia inh: Giardia lamblia aldolase inhibition; Potency, µM (series often up to 59.6 µM), inactives show at the highest dose activity, negative = inhibition, usual class: inhibitors; 290,000 compounds, 0.71% hits; AID 2451; purified Giardia FBPA; further: potency means the concentration at half of the fitted maximal effect; nearly all actives have a fitted effect of over 55% in size
Target sequence (A8B2U2 whole entry, looked up): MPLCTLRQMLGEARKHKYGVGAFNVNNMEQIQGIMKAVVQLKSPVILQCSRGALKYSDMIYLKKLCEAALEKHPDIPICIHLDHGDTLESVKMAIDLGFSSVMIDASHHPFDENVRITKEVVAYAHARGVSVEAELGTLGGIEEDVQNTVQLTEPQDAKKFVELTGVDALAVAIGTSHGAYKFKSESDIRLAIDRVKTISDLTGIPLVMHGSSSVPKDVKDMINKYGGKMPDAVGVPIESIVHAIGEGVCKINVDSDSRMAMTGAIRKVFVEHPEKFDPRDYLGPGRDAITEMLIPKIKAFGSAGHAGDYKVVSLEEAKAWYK
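Giardia FBPA (40 nM reagent) was preincubated 10 min at RT with compound (up to 57.5 uM final), then substrate plus GAPDH/TPI/NAD/arsenate coupling system with diaphorase/resazurin was added; resorufin fluorescence (525/598 nm) was read after 20 min.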
Starred values were filed as active, the others as inactive; ? = inconclusive; . = not tested or not shown; & = joins results of further samples; ! = repeats disagree; [ ] = remark or other dose. Unless noted, the call rests on the fitted dose curve; in most records, active means well fitted curve in the direction sought with a large enough effect; inconclusive means small, poorly fitted or top-dose-only effect, or another doubt; inactive means no such curve, though single readings can be large; an effect the other way counts as inactive or inconclusive. Unless noted, on the % scale 0 is the no-effect control and ±100 the full control effect. No enrichment for hits. About 9.3% of those tested had a hit in this group.

SMILES	AMA1 RON2 block	AmpC detergent	HCV inhibitor	Sm TGR inh	HCMV antiviral	FBPA Giardia inh
CC(=O)Nc1ccc(NC(=O)c2ccc(Cl)c(S(=O)(=O)N3CCc4ccccc43)c2)cc1	39%	.	?	.	-28	.
CCS(=O)(=O)N1Cc2ccccc2CC1C(=O)Nc1nnc(C2CC2)s1 (configuration not stated)	-10%	?	15%	-13%	5	-3%
O=C(NC1CC1)C1CCCN(C(=O)NC2CCCCC2)C1 (configuration not stated)	-11%	1%	20%	2%	?	0%
COc1ccc2nc3ccccc3nc2c1NC(=O)c1ccc(Cl)cc1	-15%	-5%	?	-4%	-12	-22%
O=S(=O)(CCSc1ccc(C(F)(F)F)cn1)c1ccc(Cl)cc1	18%	3%	-1%	-15%	24	-2%
COC(=O)C1NN=C(C(=O)c2ccc(Cl)cc2)C1c1ccc(OC)cc1 (configuration not stated)	-2%	-11%	-15%	-20%	-27	1%
CN(C)C1(CNC(=O)c2cc(S(=O)(=O)N3CCOCC3)c(Cl)cc2Cl)CCCCC1	-5%	0%	-16%	1%	-30	.
COc1cc(N/N=C(\C)c2ccc(N)cc2)nc(-c2ccccc2)n1	-6%	4%	11µM*	-1%	41	-7%
NS(=O)(=O)c1cccc(NC(=O)COC(=O)CCCc2c[nH]c3ccccc23)c1	-2%	5%	0%	25%	-7	-7%
Cc1cc(C)cc(NC(=O)CCn2ccnc2)c1	0%	-7%	5%	0%	-34	-14%
O=C(Nc1cc(F)ccc1F)C1CCN(S(=O)(=O)c2cccc3nonc23)CC1	0%	0%	10%	-2%	-24	0%
CC(C)Oc1ccc(CNC(=S)Nc2ccccc2)cc1Cl	9%	-9%	-2%	0%	37	6%
Cc1ccccc1N1CCN(C(=S)c2ccc(-c3cccc([N+](=O)[O-])c3)o2)CC1	-29%	4%	?	-7%	30	13%
Cc1nc2ccccc2cc1C(=O)N/N=C/c1cccc([N+](=O)[O-])c1	53%[activator]	-6%	-21%	7%	?	-3%
CCOC(=O)N1CCN(C(=O)c2ccc(NC(=O)CC)cc2)CC1	0%	?	3%	8%	32	3%
CCN(CC)S(=O)(=O)c1cccc(C(=O)N/N=C/c2ccc([N+](=O)[O-])o2)c1	9%	-14%	?	?	-61*	-17%
O=C(Cn1cc(C(F)(F)F)ccc1=O)N/N=C/c1cccc(Cl)c1	14%	5%	-5%	3%	-24	0%
COc1ccc(S(=O)(=O)Nc2ccccc2)cc1OC	1%	1%	-4%	0%	13	0%
Cc1cccc(NC(=O)COC(=O)CCCC2=NS(=O)(=O)c3ccccc3N2)c1	-2%	-1%&7%	7%	-16%&6%	-104*!	.
CC[C@@]1(C(=O)OC)N[C@H](CN(C)C(=O)Nc2ccc(Cl)cc2)[C@@H]2C(=O)N(Cc3ccccc3)C(=O)[C@@H]21	8%	.	9%	.	-18	.
CCOC(=O)c1ccc(N2C(=O)c3n[nH]c(C)c3C2c2ccc(C(C)C)cc2)cc1 (configuration not stated)	.	1%	.	?	-3	.
COc1ccc(OCCn2c(=O)sc3ccccc32)cc1	-3%	1%	9%	.	23	0%
COc1ccccc1/C=C(/C(=O)OCC(N)=O)c1ccccc1	-1%	3%	-11%	-18%	?	7%
Cc1cc(NC(=O)CN2C(=O)NC(CC(C)C)C2=O)no1 (configuration not stated)	4%	.	18%	.	3	.
CCOC(=O)N1CCN(C(=O)c2ccccc2N(C)S(C)(=O)=O)CC1	-13%	-10%	-4%	1%	-20	6%

Taken from above.
Reading for COc1ccc(S(=O)(=O)Nc2ccccc2)cc1OC in Sm TGR inh: 0%
Reading for O=C(Cn1cc(C(F)(F)F)ccc1=O)N/N=C/c1cccc(Cl)c1 in AmpC detergent: 5%

The listing picks up, starting 5 compounds before the break.
SMILES	AMA1 RON2 block	AmpC detergent	HCV inhibitor	Sm TGR inh	HCMV antiviral	FBPA Giardia inh
CCOC(=O)c1ccc(N2C(=O)c3n[nH]c(C)c3C2c2ccc(C(C)C)cc2)cc1 (configuration not stated)	.	1%	.	?	-3	.
COc1ccc(OCCn2c(=O)sc3ccccc32)cc1	-3%	1%	9%	.	23	0%
COc1ccccc1/C=C(/C(=O)OCC(N)=O)c1ccccc1	-1%	3%	-11%	-18%	?	7%
Cc1cc(NC(=O)CN2C(=O)NC(CC(C)C)C2=O)no1 (configuration not stated)	4%	.	18%	.	3	.
CCOC(=O)N1CCN(C(=O)c2ccccc2N(C)S(C)(=O)=O)CC1	-13%	-10%	-4%	1%	-20	6%
O=C(NCc1cccnc1)c1nc(-c2cccs2)no1	3%	3%	4%	.	35	2%
Cc1cc(=O)n2nc(N3CCCC(C(=O)NCc4ccc(Cl)cc4)C3)sc2n1 (configuration not stated)	4%	-12%	7%	?	13	.
CC(C)NC(=O)c1onc(CSc2ccncc2)c1C(=O)NC(C)C	-4%	.	7%	.	13	.
COc1ccc2c(C)cc(SCC(=O)N(C)C3CCS(=O)(=O)C3)nc2c1 (configuration not stated)	-14%	2%	?	0%	18	3%
Cc1cn2c(=O)cc(COC(=O)c3cccc(NC(=O)c4ccc(C(C)(C)C)cc4)c3)nc2s1	.	1%	.	9%	-21	.
CC1=CC(C)(C)n2c(O)c(N=NC(N)=S)c3cccc1c32	42%	?	?	1%	37	-13%
CCn1c2ccccc2c2cc(N=C3SC(CC(=O)Nc4ccccc4OC)C(=O)N3CCOC)ccc21 (configuration not stated)	-1%	-5%	-32%	-7%	60	-8%
O=C(NCC(=O)N1CCCCCCC1)c1cccc([N+](=O)[O-])c1	-2%[11.6 µM]	-10%	4%	-20%	2	.
CCCCCn1c(C(Cc2ccccc2)NC(=O)COC)nc2ccccc21 (configuration not stated)	39%[activator]	?	10%	7%	-6	8%
CC(=O)Nc1c(NCC(C)C)c2ccccc2oc1=O	0%	-5%	24%	11%	-4	9%
O=C(COc1ccc(Cl)cc1Br)NNC(=O)C(=O)N1CCCCC1	52%[activator]	?	10%	0%	1	12%
CCn1nnnc1NC(=O)c1cc(Cl)c(OC)c(Cl)c1	32%[activator]	10%	-10%	.	-63*	0%
COc1ccc(-c2noc(-c3ccc(NC4CCCCC4)c([N+](=O)[O-])c3)n2)cc1	.	-9%	.	0%	5	.
CSc1nn2c(C(F)(F)F)cc(C(F)(F)F)nc2c1C(N)=O	-8%	4%	-10%	8%	-15	5%
CCC(NC(=O)c1cccc(Cn2nc(C)c([N+](=O)[O-])c2C)c1)c1ccc(C(C)C)cc1 (configuration not stated)	5%	-1%	3%	-14%	1	0%
CCCc1[nH]nc2c1C(c1ccccc1OCC)C(C#N)=C(N)O2 (configuration not stated)	11%	?	5%	?	-4	-9%
COCCN1C(=NCCCOC(C)C)N[C@@H](c2ccccc2)C(C(=O)OC)=C1C	24%	?	23%	-22%&-14%	5	-2%&-1%
Cc1ccc(C(=O)C2CCN(CC(=O)Nc3ccccc3C)CC2)cc1	-9%	-3%	?	-1%	-63*	.
Cc1ccccc1NC(=O)C1CCCN(S(=O)(=O)c2ccc(-n3cnnn3)cc2)C1 (configuration not stated)	3%	10%	-18%	5%	-6	15%
Cc1ccc(/C=N/NC(=O)c2nnn(-c3nonc3N)c2-c2ccccc2)o1	110%[activator]	-2%	4%	-23%	8	-16%
CC1CN(C(=O)Cn2c(C(F)(F)F)nc3ccccc32)CC(C)O1 (configuration not stated)	2%	-1%	-3%	-16%	59	7%
Cc1cccc(NC(=O)Nc2cccc(C#N)c2)n1	-4%	-11%	?	6%	-25	2%
CC(Cc1ccccc1)NC(=S)CN1CCCC1=S (configuration not stated)	0%	2%	0%	-4%	5	-14%
COc1ccc(C(C(=O)NC2CCCCC2)N(C(=O)c2snc(C(N)=O)c2N)c2ccccc2OC)cc1 (configuration not stated)	16%	0%	0%	-5%	-7	-3%
COc1cccc(/C=C2\SC(=O)N(CCC(=O)N3CCCCC3CCO)C2=O)c1 (configuration not stated)	10%	-8%	?	-5%	-35	.

(more compounds)
SMILES	AMA1 RON2 block	AmpC detergent	HCV inhibitor	Sm TGR inh	HCMV antiviral	FBPA Giardia inh
O=C(CN1C(=O)c2ccccc2C1=O)NC(Cc1ccccc1)C(=O)O (configuration not stated)	4%	.	39%[activator]	.	-29	.
COc1cccc(C(=O)COC(=O)c2n[nH]c(=O)c3ccccc23)c1	-7%	6%	17%	59%[activator]	-4	-2%
c1ccc(CCNc2ncnc3sccc23)nc1	45%[activator]	2%	?	-3%	?	0%
Cc1ccc(C)n1-c1c(C(=O)NCCCN2CCN(c3ccc(F)cc3)CC2)sc2ncccc12	.	21%	.	0%	19	.
COc1ccc(NC(=O)COC(=O)Cc2c(F)cccc2Cl)cc1OC	-18%	6%	1%	4%	-31	-9%
Cc1ccc(S(=O)(=O)N2CCN(S(=O)(=O)c3ccccc3)C2c2ccc(N(C)C)cc2)cc1 (configuration not stated)	-26%	-8%	?	-1%	39	2%
O=C(O)c1ccc(N2C(=O)CSC2c2cccc([N+](=O)[O-])c2)cc1 (configuration not stated)	-2%	-2%	28%	22%	0	18%
O=C(CSc1nnc(COc2ccc(Cl)cc2)o1)N1c2ccccc2CCc2ccccc21	62%[activator]	-9%	10µM*	-27%	-16	0%
NS(=O)(=O)c1ccc(NC(=O)c2cc(-c3cccs3)nc3ccccc23)cc1	-8%[2.32 µM]	?	?	24%&-3%	6&-16	4%
Cc1ccc(NC(C)c2cc(Cl)ccc2O)cc1 (configuration not stated)	-10%	6%	-21%	-18%	-2	-8%
O=C(CCc1nc(-c2ccccc2Cl)no1)NCC1CCCO1 (configuration not stated)	6%	-12%	0%	-8%	64	0%
CCn1cc(Br)c(C(=O)Nc2ccc(F)c(Cl)c2)n1	-2%	-8%	-14%	-9%	51	1%
CCOC(=O)COc1ccc2c(c1)C(=O)CC(C)(C)O2	5%	-6%	7%	-26%	22	-2%
CC(=NCCC(c1ccccc1)c1ccccc1)c1c(O)n(C)c(=O)n(C)c1=O	-5%	?	0%	-8%	-31	-2%
COc1ccc(NC(=O)CN2CCN(CC(=O)Nc3ccccc3F)CC2)cc1OC	32%[activator]	-10%&-2%	?	-12%&1%	5&16	0%
N=c1sccn1CC(=O)Nc1cccc(S(=O)(=O)N2CCCCCC2)c1	-2%	-10%	10µM*	-9%	-19	-6%
O=C(Nc1ccccc1)N1CCOCC1	3%	-7%	13%	7%	63	1%
CC(=O)Nc1cc[n+](C(C)C(=O)c2ccc(Br)cc2)cc1 (configuration not stated)	-1%	2%	?	15%	?	3%
O=C(OCC(=O)N1CCN(S(=O)(=O)c2ccc(Cl)cc2)CC1)C1CCC1	-12%	?	-6%	-1%	9	.
CC(/C=C1\SC(=S)N(CCC(=O)Nc2cccc(C(=O)O)c2)C1=O)=C\c1ccccc1	-12%	6%	29%	-12%	-22	.
O=C(CSc1nnc(C2CC2)n1C1CC1)c1cc(F)ccc1F	0%	0%	1%	-21%	-4	.
CN(C)C(=O)Oc1ccc2c(c1)O/C(=C\c1cccc([N+](=O)[O-])c1)C2=O	-1%	-5%	8%	-9%	20	3%
